High-throughput results (PubChem)
NFkB transloc inh: blocks IL-1B driven NFkB nuclear translocation in HUVEC cells; HUVEC IL-1B NFkB p65 nuclear translocation imaging; inhibition, % at 2 µM; 0.43% of 94,000 active; AID 796;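 active means inhibition above about 30% together with a positive call from visual inspection of the well image, limit read from the data; inconclusive means inhibition above a set limit but visual check negative; inactive means inhibition not above a set limit, visual check negative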;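 further: nuclear over cytoplasmic p65 intensity ratio measured by imaging; 0% = IL-1B stimulated DMSO wells and 100% = unstimulated DMSO wells; values of inactives mirror those of a sister screen read the other way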
PLAP inhibitors HTS: PLAP enzyme inhibitors, biochemical, luminescence, HTS (AID 690); purified PLAP, luminescent substrate; higher % means a stronger effect; 0.08% of 96,000 active; inhibition, % at 20 µM, or IC50 in µM where a hit was titrated; in the data active means a potency from the dose series; inactive means the rest, 99 in 100 with inhibition below about 30%; further: strong numbers were not always called active
NFkB transloc pot: enhances IL-1B driven NFkB nuclear translocation | HUVEC IL-1B NFkB p65 nuclear translocation imaging | activation, % at 2 µM | 0.3% of 94,000 active | AID 819;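 active means activation above 40%, about the mean plus 3 SD, also judged a hit on visual image review; inconclusive means activation above 40% but not a hit on visual review; inactive means activation not above 40% and no visual hit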;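 further: percent activation is computed from the nuclear over cytoplasmic p65 intensity ratio; values of inactives mirror those of a sister screen read the other way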
MRP resist rev: MRP-mediated drug resistance reversal; 0.04% of 85,000 active; AID 602; H69AR cells + 2 uM doxorubicin, CellTiter-Glo, 72 h; differential viability (reversal), % at 10 µM;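 active means viability drop by adding the cancer drug above about 55%, with treated viability meeting a 40% cutoff, limit read from the data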;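 further: viability without doxorubicin minus viability with 2 µM doxorubicin for each compound; larger differential means the compound sensitizes cells more to doxorubicin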
Bcl-B TR3 displacers: displacers of TR3 peptide from Bcl-B, primary screen, selectivity assay for Bfl-1 inhibitor project, biochemical, fluorescence polarization. FP displacement of FITC-TR3 peptide from Bcl-B; higher % means a stronger effect. one-dose displacement, % at 20 µM; IC50 in µM for titrated hits. 0.11% of 96,000 active. AID 748;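 active means displacement above 50% at 20 µM plus a fluorescence interference ratio under 1.5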;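 further: plate controls were wells without compound for no effect and wells lacking Bcl-B protein for full effect; a part of the inactive calls stands beside numbers as strong as those of hits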
MRP resist rev cytotoxicity: further read-out of MRP resist rev, marked with its call; viability, %; H69AR cells, CellTiter-Glo, 72 h; measured here: cytotoxicity without doxorubicin
MRP resist rev with doxorubicin: also measured in MRP resist rev; calls as there; viability, %; measured here: viability with 2 uM doxorubicin; active compounds read low
NFkB transloc inh cell count 2 µM: further read-out of NFkB transloc inh, marked with its call; cell count; measured here: cells passing quality filter;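 raw number of nuclei counted in each imaged well without normalization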
NFkB transloc pot cell count 2 µM: second read-out of NFkB transloc pot, no call of its own (marks repeat the call); cell count; measured here: cells passing quality filter
An asterisk follows results filed as active; ? = inconclusive; nt = no result given.

SMILES	NFkB transloc inh	NFkB transloc inh cell count 2 µM	PLAP inhibitors HTS	NFkB transloc pot	NFkB transloc pot cell count 2 µM	MRP resist rev	MRP resist rev cytotoxicity	MRP resist rev with doxorubicin	Bcl-B TR3 displacers
O=C(c1ccco1)N1CCN(C(=O)C2CCN(S(=O)(=O)c3cnc[nH]3)CC2)CC1	nt	nt	-15%	nt	nt	-13	95	108	-6%
Cc1ccc(Cl)cc1N1CCN(C(=O)CCC(=O)O)CC1	nt	nt	-42%	nt	nt	55	102	47	-6%
CCOc1ccccc1C(=O)NCCCN1CCN(CCCNC(=O)c2ccccc2OCC)CC1	nt	nt	-77%	nt	nt	-10	64	75	-3%
COc1ccc(NCc2nnc(SCC(=O)NCc3ccccc3)n2-c2ccccc2OC)cc1	-41	133	nt	?	nt	14	104	90	nt
CC(C)Cn1nc(NS(=O)(=O)c2ccccc2)c2cc3ccccc3nc21	2	137	-12%	-3	137	11	102	91	-4%
CCCNS(=O)(=O)c1ccc(OCC(=O)NCCCOC)cc1	12	72	nt	-12	72	1	98	98	nt
O=C(Nc1cccc2c1[nH]c1ccccc12)C(F)(F)F	4	155	nt	-4	155	-9	11	20	nt
O=S(=O)(c1ccc2c(c1)nc(COc1ccc(Cl)cc1)n2CC1CCCO1)N1CCOCC1 (configuration not stated)	-9	132	-39%	9	132	-48	6	54	-4%
CC(=O)Nc1ccc(NC(=O)C(C)O/N=C/c2cccc([N+](=O)[O-])c2)cc1 (configuration not stated)	-13	123	-12%	13	123	nt	nt	nt	2%
O=C(C1CCCN(S(=O)(=O)c2cccnc2)C1)N1CCN(c2ccccn2)CC1 (configuration not stated)	-4	75	-13%	4	75	18	94	77	-2%
CSCCC(NC(=O)c1ccc(C)o1)C(=O)O (configuration not stated)	-22	99	-4%	22	99	-1	99	100	9%
COc1ccccc1C(=O)n1nc(C)cc1C	-12	193	-4%	12	193	-4	106	109	8%
O=C(Nc1cc(Sc2ccccn2)cc([N+](=O)[O-])c1)c1ccc([N+](=O)[O-])cc1	12	155	8%	-12	155	nt	nt	nt	-4%
CCC(NS(=O)(=O)c1ccc(C)cc1)C(=O)O (configuration not stated)	4	98	12%	-4	98	nt	nt	nt	5%
CN(CCNC(=O)c1cn(C)c2ccc(S(=O)(=O)N(C)C)cc2c1=O)CCc1ccccc1	nt	nt	-45%	nt	nt	3	94	90	8%
COc1ccc(S(=O)(=O)N2CCC[C@H]2C(=O)NC2=NCCS2)cc1	4	182	-1%	-4	182	6	91	86	-7%
CCOc1ccc(NC(=O)C23CC4CC(C2)CC(c2ccccc2)(C4)C3)cc1	1	148	12%	-1	148	nt	nt	nt	-20%
CCCCCCC(=O)Nc1nnc(CC)s1	10	103	nt	-10	103	0	95	95	nt
CCC(C)NC(=O)C1CCC(=O)N(c2ccc3c(c2)OCO3)C1c1ccc(OC)cc1 (configuration not stated)	-8	75	-38%	8	75	nt	nt	nt	-10%
CCOc1cccc(C(=O)N(Cc2ccco2)C2CCS(=O)(=O)C2)c1 (configuration not stated)	-2	123	nt	2	123	11	83	73	nt
CCOC(=O)Cc1csc2nc3sc(C)c(C)c3c(=O)n12	2	79	12%	-2	79	15	101	86	0%
Cc1ccc2nc3sc(C(=O)Nc4ccc(N5CCOCC5)cc4)c(N)c3cc2c1	6	142	-2%	-6	142	nt	nt	nt	-108%
COc1cccc(=O)c2c(C)oc(C)c12	-24	173	13%	24	173	3	99	96	73%
COc1ccc(CNC(=O)c2noc3c2CCCC3)cc1	-12	126	8%	12	126	1	97	96	-9%
CCCc1nc2ccccc2n1CCOc1ccccc1	5	183	2%	-5	183	1	76	76	-6%
Cn1c2c(c(=O)n(C)c1=O)CN(Cc1ccc(F)cc1)CN2	-4	144	-7%	4	144	nt	nt	nt	10%
O=C1NC(c2cc3c(cc2Cl)OCO3)Oc2ccccc21 (configuration not stated)	-2	97	-3%	2	97	-43	33	76	-1%
CCCN(CCC)Cc1cc2ccccc2c2c1COC2	-14	141	-14%	14	141	7	87	80	10%
O=C(Nc1ccccn1)c1ccc(COc2ccccc2Cl)o1	3	84	nt	-3	84	12	95	84	nt
COC(=O)C1C(=O)C2=C(CC1C)NC(=O)CC2c1ccccc1 (configuration not stated)	16	142	4%	-16	142	21	102	81	-9%
CCCCn1cnc2c(cnn2-c2ccc(Cl)cc2)c1=O	-8	161	nt	8	161	10	95	85	nt
O=C(Cc1ccc2cccnc2c1)c1ccc(O)cc1O	-10	209	0%	10	209	9	92	83	21%
Cc1c(/C=N/NC(=O)C(C)(C)Oc2ccc(Cl)cc2)cnn1C	-11	162	-2%	11	162	nt	nt	nt	-5%
COc1ccc(NC(=O)/C=C/C(=O)O)cc1Cl	8	145	3%	-9	145	nt	nt	nt	1%
CC1=N/C(=C\c2ccc([N+](=O)[O-])cc2)C(=O)N1c1ccc(Br)c(C)c1	7	161	14%	-7	161	nt	nt	nt	-8%
COc1ccccc1NC(=O)CSc1nnnn1C	-22	148	8%	22	148	-10	101	110	-2%
COc1ccc(S(=O)(=O)N(c2onc(C)c2Cl)S(=O)(=O)c2ccc(OC)c(OC)c2)cc1OC	nt	nt	-16%	nt	nt	nt	nt	nt	0%
O=C(Cc1ccsc1)NCC(c1ccco1)N1CCCCC1 (configuration not stated)	nt	nt	-12%	nt	nt	4	86	82	-24%
CCS(=O)(=O)n1nc(-c2ccc(Cl)cc2)nc1SC	nt	nt	4%	nt	nt	5	95	90	0%
CCCCOCCCNS(=O)(=O)c1ccccc1	2	114	5%	-2	114	4	99	95	-4%

An excerpt from above in order of length of the SMILES, ascending.
SMILES	NFkB transloc inh	NFkB transloc inh cell count 2 µM	PLAP inhibitors HTS	NFkB transloc pot	NFkB transloc pot cell count 2 µM	MRP resist rev	MRP resist rev cytotoxicity	MRP resist rev with doxorubicin	Bcl-B TR3 displacers
CCCCOCCCNS(=O)(=O)c1ccccc1	2	114	5%	-2	114	4	99	95	-4%
O=C(Cc1ccsc1)NCC(c1ccco1)N1CCCCC1 (configuration not stated)	nt	nt	-12%	nt	nt	4	86	82	-24%
CCS(=O)(=O)n1nc(-c2ccc(Cl)cc2)nc1SC	nt	nt	4%	nt	nt	5	95	90	0%

Other compounds:
SMILES	NFkB transloc inh	NFkB transloc inh cell count 2 µM	PLAP inhibitors HTS	NFkB transloc pot	NFkB transloc pot cell count 2 µM	MRP resist rev	MRP resist rev cytotoxicity	MRP resist rev with doxorubicin	Bcl-B TR3 displacers
Cc1c(C(=O)N2CC(C)OC(C)C2)sc2nc(-c3ccccc3)cn12 (configuration not stated)	8	111	0%	-8	111	-5	85	90	0%
O=c1c2ccccc2nc(SCc2cc(=O)n3ccsc3n2)n1CCCO	-4	143	-29%	5	143	nt	nt	nt	11%
COC(=O)CSc1nnc(C)c(=O)[nH]1	-7	118	12%	7	118	6	91	86	-7%
Cc1oc2cc(O)ccc2c(=O)c1N1C(=O)c2ccccc2C1=O	3	135	-7%	-3	135	-6	93	99	-32%
Cc1cc(C(=O)COc2ccc(-c3nnco3)cc2)c(C)n1Cc1ccccc1	-18	112	-68%	18	112	5	100	95	0%
Cn1c(NCc2cccnc2)nc2c1c(=O)n(Cc1ccccc1F)c(=O)n2C	-2	88	-24%	2	88	5	77	72	-2%
c1ccc(Cn2nnnc2C(c2cccs2)N2CCSCC2)cc1 (configuration not stated)	-2	156	nt	1	156	11	90	79	nt
COc1ccc(C2/C(=C(/O)c3ccccc3)C(=O)C(=O)N2C)cc1 (configuration not stated)	-11	167	7%	11	167	4	100	96	-3%
Cn1c(NC(=O)c2ccccc2Br)cc(=O)n(C)c1=O	nt	nt	6%	nt	nt	0	99	99	0%
COc1ccc(C2NC(C(=O)O)Cc3c2[nH]c2ccccc32)cc1OC (configuration not stated)	-6	164	-53%	6	164	-8	83	90	8%
O=C(NCCCN1CCOCC1)c1cccs1	11	148	-14%	-11	148	-20	81	101	14%
CC(C)CNC(=S)NNC(=O)c1ccc(OC(F)F)cc1	5	205	-33%	-5	205	nt	nt	nt	-14%
CCCn1nnc(NC(=O)c2cccnc2Cl)n1	-2	104	nt	2	104	0	101	101	nt
Cc1cc(C)n(C(=O)COc2ccccc2C)n1	-10	133	nt	10	133	3	90	88	nt
Clc1ccc(-c2nnc3n2CCCC3)cc1Cl	27	200	0%	-27	200	nt	nt	nt	-3%
CC(C)(C)NC(=O)C(c1ccccc1F)N(Cc1ccco1)C(=O)c1csnn1 (configuration not stated)	8	107	2%	-8	107	-2	93	95	6%
Cc1ccc2oc(=O)c3cnn(CC(=O)Nc4ccccc4N4CCN(C)CC4)c3c2c1	nt	nt	-47%	nt	nt	-7	62	70	7%
Cc1nc2c(c(-c3ccccc3)c1C#N)C(=O)c1ccccc1-2	-1	177	28%	1	177	0	79	78	-10%
CC(C)OC(=O)CSc1nnc(-c2cnccn2)n1-c1ccccc1	10	93	nt	-10	93	3	87	84	nt
CN(C)CCCOC(=O)Cc1ccc(Cl)cc1	-21	202	-22%	21	202	3	97	94	-4%
COc1cc2cc(C(c3nnnn3C(C)(C)C)N3CCC(C)CC3)c(=O)[nH]c2cc1OC (configuration not stated)	-29	64	-53%	29	64	-11	77	88	0%
Cc1ccc(-n2nnnc2SC(C)C(N)=O)c(C)c1 (configuration not stated)	-6	148	10%	6	148	-5	105	110	-1%
Fc1ccc(C(c2nnnn2C2CCCC2)N2CCc3ccccc32)cc1 (configuration not stated)	0	175	17%	0	175	nt	nt	nt	7%
CCOC(=O)/C(C#N)=c1/s/c(=C2\C=Cc3ccccc3N2CC)c(=O)n1CC	4	184	-1%	-4	184	nt	nt	nt	-98%
CCOC(=O)C1=C(C)NC(SCC(=O)OC)=C(C#N)C1c1ccc(C(=O)OC)cc1 (configuration not stated)	-10	109	-77%	10	109	7	93	86	-4%
CCCOc1ccccc1C(=O)N(Cc1ccco1)C1CCS(=O)(=O)C1 (configuration not stated)	-20	57	-2%	20	57	nt	nt	nt	1%
COc1ccc(C(=O)Nc2ccc(S(=O)(=O)Nc3cc(C)nc(C)n3)cc2)c(OC)c1	-4	188	-36%	4	188	-19	46	65	-8%
Cc1cc(C)c(-n2c(C)cc(/C=C3/NC(=O)NC3=O)c2C)c(C)c1	-8	179	-10%	8	179	-22	17	39	-20%
NNc1nc(Nc2ccccc2)nc(N2CCCCC2)n1	1	169	-59%	-1	169	5	90	85	0%
C=CCn1c(SCC(=O)N2CCc3ccccc3C2)nc2sc(C)cc2c1=O	-27	180	19%	27	180	nt	nt	nt	-3%
O=C1CCCC2=C1C(c1ccccc1)CC(=O)N2c1ccccc1 (configuration not stated)	-12	165	12%	12	165	-10	92	103	2%
O=C(NCCc1ccccc1)C1CC(=O)N(C2CCCCCC2)C1 (configuration not stated)	nt	nt	-20%	nt	nt	2	92	89	1%
Cc1ccc(C)c2[nH]c(=O)c(CN(Cc3ccc4c(c3)OCO4)Cc3nnnn3Cc3ccco3)cc12	2	210	-47%	-2	210	-4	62	66	-8%
CC(=O)c1c(C(C)=O)c(C)n(-c2ccc(N)c(C)c2)c1C	-16	146	29%	17	146	-20	59	78	-12%
Cc1cc(Cl)ccc1OCCCC(=O)NCC1CCCO1 (configuration not stated)	23	149	-15%	-23	149	-5	92	98	-7%
CC1(C)CC(NC(=O)c2cccc3ccccc23)CC(C)(C)N1	-9	73	24%	9	73	-17	87	103	13%
CCOc1ccc(S(=O)(=O)Nc2ccccc2SC)cc1	12	177	7%	-12	177	-20	30	51	-5%
COc1cccc(-n2nnnc2SCC(=O)Nc2nc3c(s2)CCCC3)c1	0	144	nt	0	144	-10	57	68	nt

A portion of the library, so the mix of outcomes need not match the whole.
